MC4R barr agon = agonists of human melanocortin 4 receptor (MC4R) beta-arrestin. P32245. U2OS MC4R beta-arrestin complementation, luminescence; percent of melanotan II response, DMSO zero. activation, % at 8.9 µM. 360,000 compounds, 0.98% hits;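 active = activation above a per-plate cutoff, the mean activation of sample wells on that plate plus 3 SD, cut at about 8% in these data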
Target sequence (P32245 whole entry, looked up): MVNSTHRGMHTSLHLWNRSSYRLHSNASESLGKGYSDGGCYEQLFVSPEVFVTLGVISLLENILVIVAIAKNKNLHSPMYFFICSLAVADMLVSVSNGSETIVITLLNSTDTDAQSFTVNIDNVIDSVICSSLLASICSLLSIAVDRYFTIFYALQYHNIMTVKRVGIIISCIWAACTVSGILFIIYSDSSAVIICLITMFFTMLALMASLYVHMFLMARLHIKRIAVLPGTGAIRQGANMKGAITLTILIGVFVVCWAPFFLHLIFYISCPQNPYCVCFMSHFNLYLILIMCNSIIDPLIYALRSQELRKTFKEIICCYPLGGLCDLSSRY
MC4R antagonist = blocks human MC4R cAMP signaling. P32245. MC4R-expressing cells, MTII-stimulated cAMP, LANCE TR-FRET. inhibition, % at 6.5 µM. 360,000 compounds, 0.48% hits;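 active = inhibition above its plate's cutoff, the mean of tested wells on that plate plus 3 SD, cut at about 29% in these data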;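 note: 0% = Melanotan II alone and 100% = Melanotan II plus saturating MCL0020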
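Assay system: human MC4R-expressing U2OS cells; reagent: Melanotan II stimulation of cells; dosing: 6.5 µM single dose; timing: compound 30 min, challenge 1 h, detection 1 h; signal: TR-FRET cAMP assay; replicates: one well per compound, no replicates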
iPSC survival up = hiPSC single-cell survival enhancement. ATPlite luminescence; 100% = ROCK inhibitor wells, 0% = DMSO. survival enhancement, % at 20 µM. 360,000 compounds, 0.044% hits. AID 602274; in the data active = survival enhancement above about 18%;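 note: cells exposed to compounds for 16 hours before the ATP read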
H9c2 protect = protects H9c2 cardiomyocytes from peroxide injury | H2O2 injury protection, ATPLite, 2 h | protection from H2O2 cell death, % at 20 µM | 360,000 compounds, 0.63% hits;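 active = compounds giving at least 50% protection of heart cells from peroxide-induced death in the single-dose screen, raw or plate-pattern-corrected value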;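 note: 0% = DMSO wells with peroxide and 100% = DMSO wells without peroxide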
aDG glyco up = alpha-DG glycosylation activation; Pro5-aDG cells, alpha-DG glycosylation AlphaScreen (IIH6); 0% Pro5, 100% B10-LARGE cell signal; activation, % at 10 µM; 360,000 compounds, 0.22% hits;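 active = activation of at least 8% versus controls, or a plate z-score of at least 8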;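 note: Pro5 are CHO cells carrying HIG-tagged alpha-DG that lacks glycosylation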
ABCB6 inh MLPCN = blocks the human ABCB6 transporter; K562-ABCB6 porphyrin accumulation, flow cytometry, 1 h; stronger effect = lower value; 360,000 compounds, 0.19% hits; Q9NP58; fluorescence ratio to DMSO, % at 10 µM;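 active = fluorescence ratio to DMSO below 75%, the collection mean minus 3 SD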;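 note: signal is porphyrin accumulated inside mitochondria; 100% equals median channel fluorescence of DMSO control wells; lower ratio means ABCB6 inhibition with less porphyrin fluorescence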
HTR2A ag = agonists of mouse serotonin 5-HT2A receptor (HTR2A); P35363; CHO-K1 mHTR2A beta-arrestin complementation, luminescence; percent of 30 µM serotonin response; activation, % at 7.6 µM; 360,000 compounds, 0.66% hits; AID 624169;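 active = activation above a run cutoff, the mean activation of all tested compounds plus 3 SD, cut at about 14% in these data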;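 note: 0% = plate median of compound wells and 100% = 30 µM serotonin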
Target sequence (P35363 whole entry, looked up): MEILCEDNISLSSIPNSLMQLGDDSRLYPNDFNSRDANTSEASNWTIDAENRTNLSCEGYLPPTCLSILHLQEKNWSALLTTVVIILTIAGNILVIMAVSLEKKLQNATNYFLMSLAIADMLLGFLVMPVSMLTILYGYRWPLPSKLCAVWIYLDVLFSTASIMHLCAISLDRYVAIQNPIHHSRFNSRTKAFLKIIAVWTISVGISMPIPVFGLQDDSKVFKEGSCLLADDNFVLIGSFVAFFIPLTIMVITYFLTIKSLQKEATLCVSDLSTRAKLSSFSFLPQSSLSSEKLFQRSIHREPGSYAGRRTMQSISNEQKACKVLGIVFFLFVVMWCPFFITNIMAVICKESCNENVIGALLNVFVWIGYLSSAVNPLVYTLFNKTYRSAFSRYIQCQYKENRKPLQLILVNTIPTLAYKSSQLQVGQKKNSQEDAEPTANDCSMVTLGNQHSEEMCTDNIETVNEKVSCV
N-glyco inh = blocks N-linked glycosylation in D54 reporter cells | D54 ERlucT glycosylation luciferase reporter, 24 h; percent of 100 nM tunicamycin response | reporter increase, % at 12.5 µM | 360,000 compounds, 0.23% hits | AID 588692;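 active = mean luciferase reporter signal, scaled so untreated is 0 and the glycosylation-blocking control 100, at or above a set limit in every replicate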;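 note: luciferase carries N-glycosylation sites so blocking glycosylation raises the light; 0% = median of neutral control wells and 100% = median of 100 nM tunicamycin wells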
Exocytosis inh = lytic granule exocytosis inhibition; TALL-104 LAMP-1 surface exposure, flow cytometry; cells stimulated with thapsigargin and PMA; 360,000 compounds, 0.66% hits; AID 651702; inhibition, % at 10 µM;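 active = inhibition above about 55%, limit read from the data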
ABHD5-PLIN5 inh = ABHD5-PLIN5 protein interaction inhibition. Split G. princeps luciferase complementation, luminescence, 4 h. 360,000 compounds, 0.78% hits. inhibition, % at 4 µM;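 active = inhibition above the mean inhibition across every tested compound plus 3 SD, cut at about 22% in these data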;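 note: 0% = DMSO only wells and the 100% control is not disclosed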
Numbers without * were called inactive; x = not tested or not shown.

SMILES	MC4R barr agon	MC4R antagonist	iPSC survival up	H9c2 protect	aDG glyco up	ABCB6 inh MLPCN	HTR2A ag	N-glyco inh	Exocytosis inh	ABHD5-PLIN5 inh
O=C(CN1C(=O)NC2(CCSC2)C1=O)NCc1ccccc1 (stereo not drawn)	-1.5	6	-0.4	-4	-0.3	96	4	2	3	3
CCc1cc(CNC(=O)CCc2nnc(Cc3cccc(C)c3)o2)on1	-1.8	0	-0.7	-2	-0.1	101	0	1	3	5
COCC1CCN(C(=O)c2ccc3oc(CCCc4ccccc4)nc3c2)C1 (stereo not drawn)	-3.2	-6	-0.4	0	0.4	96	-8	2	2	-2
O=c1[nH]c(CSc2ncc(C(F)(F)F)cc2Cl)nc2ccccc12	0.0	2	0.5	19	0.4	101	-3	0	-3	-5
CCOCC(=O)OCC(=O)Nc1cc(OC)c([N+](=O)[O-])cc1C	0.1	5	0.0	2	-0.1	97	1	0	-2	-2
CCc1ccc(N(CC(=O)N2CCN(Cc3ccccc3)CC2)S(C)(=O)=O)cc1	1.1	0	0.2	-4	0.1	111	-2	0	-2	-11
COc1ccc(C(C(=O)NCc2ccccc2)n2c(=O)c(-c3ccccc3)nc3ccccc32)cc1 (stereo not drawn)	x	x	x	x	-0.2	x	-1	x	8	19
CCc1nc2ccccc2c(C(=O)OCC(=O)Nc2cccc(S(=O)(=O)N3CCOCC3)c2)c1C	0.7	20	-1.7	20	0.3	80	3	1	14	1
CCOC(=O)N/N=C(\C)c1ccc(C)o1	2.0	2	-2.2	2	0.0	104	5	2	-3	3
CCCOc1ccc(Cl)cc1CN1CCOCC1	-1.4	0	-0.7	-5	-0.3	100	0	0	0	-2
O=C(c1ccsc1)N1CCCC(N2CCN(c3ccccc3F)CC2)C1 (stereo not drawn)	-3.4	5	0.9	0	-0.1	95	12	-1	-2	-4
CC1CCCC(NC(=O)COC(=O)[C@@H]2CC(O)CN2S(=O)(=O)c2ccc3c(c2)OCCO3)C1C (stereo partly drawn)	-1.1	11	0.5	10	-0.2	82	0	2	3	4
C=C1CCC[C@]2(C)C[C@H]3OC(=O)C(CN4CCCCC4CO)[C@H]3CC12 (stereo partly drawn)	-1.9	14	1.1	7	-0.2	103	-5	-12	-5	5
CC(=O)NC(c1cccs1)c1cc(Cl)c2ccccc2c1O (stereo not drawn)	-0.1	2	1.1	1	0.0	103	-4	0	73*	-3
CCCCC(=O)Nc1nnc(CCc2ccccc2)s1	1.4	4	-0.2	-6	0.0	99	-3	2	-3	1
CC(C)C(NC(=O)c1ccco1)C(=O)OCC(=O)c1ccccc1 (stereo not drawn)	-2.8	2	-0.4	0	0.0	99	-4	1	0	-2
c1ccc(OCCN2CCNCC2)cc1	1.6	1	3.0	1	0.0	99	3	2	-3	-13
N#Cc1ccccc1/C=C/C(=O)N1CCOCC1	-0.5	16	-0.7	6	0.4	98	-1	0	-1	3
Oc1ccccc1-c1nc(NCCN2CCOCC2)c2ccccc2n1	-0.3	9	-1.7	-4	-0.1	94	-2	4	0	22*
COc1ccc(CN(C(=O)/C=C/C(=O)c2ccc(OC)cc2O)C(C(=O)NC2CCCCC2)c2ccncc2)cc1 (stereo not drawn)	-0.4	10	-2.4	3	-0.1	97	-1	-1	7	6
O=[N+]([O-])c1cc(S(=O)(=O)N2CCOCC2)ccc1N1CCNCC1	-1.5	0	0.1	-3	0.0	99	0	1	-2	-2
O=C(N/N=C/c1ccc(O)c2ncccc12)c1cccc(Br)c1	1.9	13	-2.9	-1	0.3	99	-8	-15	2	11
COC(=O)c1cccc(-n2sc3ccccc3c2=O)c1	-2.5	13	-1.3	-33	0.6	103	10	-3	4	91*
CC(C)c1ccc(NC(=O)c2cc(S(=O)(=O)N3CCCC3)c[nH]2)cc1	0.8	13	2.0	-21	0.2	93	-3	-2	0	-7
CSc1nsc(/C=C/Nc2ccc(F)cc2)c1C#N	0.7	25	4.7	-18	-0.2	122	0	-1	-1	-3
CC(C)C(=O)Nc1cccc(C(=O)Nc2ccc3c(c2)OCO3)c1	4.6	0	-3.3	-6	0.2	88	5	-8	-1	3
CC(C(=O)Nc1sc2c(c1C(=O)NCc1ccco1)CCCC2)N1C(=O)c2ccccc2C1=O (stereo not drawn)	2.1	2	-2.4	1	0.2	99	6	1	0	5
CN(C)C(CNC(C(=O)Nc1ccc([N+](=O)[O-])cc1Br)c1ccccc1)c1ccccc1 (stereo not drawn)	-0.1	1	-0.7	11	-0.1	94	-3	-4	12	9
COC(=O)C1=C(NC(=O)CCCCl)CCS1	-1.7	15	2.7	0	0.0	106	-3	1	6	-4
Cc1cc(NS(=O)(=O)c2ccc(NC(=O)Cc3ccc([N+](=O)[O-])cc3)cc2)no1	-0.9	4	-0.3	5	-0.1	97	2	3	-1	7
CCc1ccccc1NC1=NCC(=O)N1Cc1ccc(OC)cc1	-0.6	0	1.8	8	0.7	87	-2	-1	0	2
CC(C)C1N=C2c3ccccc3N=C(SCC#N)N2C1=O (stereo not drawn)	-1.8	-4	-0.7	3	-0.1	93	3	-1	0	-1
O=C(Cn1nc(Cc2cccnc2)c2ccccc2c1=O)Nc1ccccc1F	1.6	20	-0.5	-1	0.2	98	-1	-1	-1	1
CCOc1ccc(-c2cn[nH]c2N)cc1	-0.1	4	3.3	-4	-0.2	104	5	13	-2	2
CC(=O)C(C)Oc1cc(C)cc2oc(=O)c(C)c(C)c12 (stereo not drawn)	-0.1	5	-3.5	8	-0.4	103	0	4	5	6
COc1ccc(CNC(=O)C2CCC(CNS(=O)(=O)c3cccs3)CC2)cc1 (stereo not drawn)	0.8	5	-0.6	-3	-0.1	98	-2	1	-8	0
COc1cc(C)c(S(=O)(=O)N2CCN(C)CC2)cc1C	1.1	4	2.8	-2	0.1	92	0	3	4	5
Cc1cscc1-c1ccc(C(=O)Nc2c(C)cccc2C)o1	-0.2	2	-0.6	-11	0.1	93	-4	-4	-2	8
Cc1cc(-c2ccc(C)c(S(=O)(=O)NCCCN3CCCCCC3)c2)on1	0.2	14	0.0	2	-0.1	98	-10	-2	9	-3
Cc1cc(C(=O)Nc2ccc(C)c(S(=O)(=O)N3CCOCC3)c2)c2ccccc2n1	0.1	8	0.1	4	-0.3	94	-7	0	-3	-11
O=C(Nc1ccc(F)cc1F)c1cc2nc3c(c(C(F)(F)F)n2n1)CCCC3	-3.0	-2	-1.4	0	0.0	93	0	-5	12	-2
COc1ccc(OC)c(C2NC(=O)NC(C)=C2C(=O)Nc2ccc(C)cc2)c1 (stereo not drawn)	-1.1	1	-0.4	2	0.2	104	1	1	0	2
CCC(C)(C)NC(=O)C(c1ccc(OC)cc1)N(CCOC)C(=O)CCC(=O)Nc1nccs1 (stereo not drawn)	1.4	-1	-2.5	5	-0.4	107	1	-2	-16	-1
Cc1ccc(/C=N/NC(=O)COc2ccc(Cl)c(C)c2)o1	5.4	-9	-0.2	-10	0.0	96	-1	0	1	-4
O=C(NN1C(=O)/C(=C\c2ccc(O)c([N+](=O)[O-])c2)SC1=S)c1ccccc1Cl	-2.5	-2	-1.0	-8	0.1	92	-1	0	0	10
COc1ccc(C2=Nc3ccccc3N(C(=O)c3ccc4c(c3)OCO4)C2C(=O)Nc2c(C)cccc2C)cc1 (stereo not drawn)	x	x	x	x	0.0	x	8	x	9	16
Cn1c(=O)c2c(ncn2CC(=O)Nc2nc(-c3ccc(F)c(F)c3)cs2)n(C)c1=O	-1.1	18	-0.4	-4	0.0	95	3	2	-2	2
CC(=O)c1cccc(NC(=O)C2CCN(S(=O)(=O)c3ccccc3)CC2)c1	-2.2	16	-1.4	6	-0.1	97	-6	-1	-2	-6
Cc1csc(CNc2ncnc3ccc(-c4cccc(Cl)c4)cc23)c1	2.7	11	-1.6	-9	0.5	98	1	-3	15	5
CC(C)(CNC(=O)c1ccc(S(=O)(=O)N2CCCC2)cc1)N1CCOCC1	-1.1	23	0.1	7	0.0	105	11	2	-1	1
(list continues)
SMILES	MC4R barr agon	MC4R antagonist	iPSC survival up	H9c2 protect	aDG glyco up	ABCB6 inh MLPCN	HTR2A ag	N-glyco inh	Exocytosis inh	ABHD5-PLIN5 inh
Cc1ccc(NS(=O)(=O)c2ccc(Cl)nc2)c(C)c1	2.3	-6	-0.5	-1	0.1	99	6	-1	7	-10
CN(C)/C=N/N(C)c1ncccc1[N+](=O)[O-]	2.1	-7	-0.4	4	-0.1	100	1	2	4	0
CCC(=O)c1cc(F)c(N2CCN(S(=O)(=O)c3ccc(C)cc3)CC2)cc1C	0.4	11	-1.6	-6	0.9	96	4	-5	0	-9
COCCCNC(=O)Nc1ccc(Br)cc1Cl	-0.7	4	0.4	1	0.0	91	-3	1	-1	-2
COc1ccc(C(=O)Nc2ccc(S(=O)(=O)N3CCN(C)CC3)cc2)cc1	-0.4	-3	-0.6	-5	-0.1	98	-3	0	0	3
CC(=O)Nc1ccc(OCC(=O)NCc2ccccc2)cc1	-0.9	-7	-1.1	8	-0.2	98	-2	2	3	3
COc1ccc(C(=O)Nc2c(Cl)cc(Cl)cc2C(=O)NCCN2CCOCC2)cc1	0.6	3	2.5	-1	0.1	109	-4	2	0	-4
CCOC(=O)[C@H]1[C@H]2COc3cc(OC)ccc3[C@@H]2N2C(=O)c3cc(F)ccc3NC(=O)[C@@]12C	-1.4	10	-0.7	3	-0.1	103	4	0	24	5
CC(NC(=O)CN1CCN(CC(=O)Nc2ccccc2Cl)CC1)c1ccc(Br)cc1 (stereo not drawn)	1.5	-1	1.2	-1	0.6	93	6	1	1	5
NS(=O)(=O)c1ccc2nc(NC(=O)Nc3ccccc3F)sc2c1	-1.8	3	-0.7	-8	0.0	97	3	-9	0	4
CCOc1cc2c(cc1O)C(=NO)CC1C2CCC2(C)C(O)CCC12 (stereo not drawn)	0.0	-22	0.5	7	-0.5	98	6	12	3	4
CC1CCCN(c2nc3c(c(=O)n(C)c(=O)n3C)n2Cc2ccccc2)C1 (stereo not drawn)	-0.1	4	3.0	3	0.0	91	2	0	-2	0
CCOC(=O)c1nc(C)n(-c2cc(Cl)ccc2Cl)n1	-0.7	-1	2.1	0	-0.3	99	-3	2	2	0
S=c1[nH]nc(-c2ccc(Br)cc2)n1-c1ccc2c(c1)OCCO2	-0.6	4	-0.5	-11	-0.1	97	8	1	0	-6
Cc1cc(OC(C)C(=O)N/N=C/CC(C)c2ccccc2)ccc1Cl (stereo not drawn)	3.1	1	0.7	1	-0.3	92	-2	1	2	2

Compound activity as filed in PubChem.
